POLB inh – DNA polymerase beta (human) inhibition. hit rate 1.3% among 340,000. Pol beta primer extension/strand displacement, fluorescence kinetic. AID 485314. Potency, µM (highest dose often 114 µM), inactives show at the top dose activity change, negative = inhibition, usual class: inhibitors; note: % is set by controls: 0 for no effect and ±100 for the full control effect
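Values derive from four-parameter Hill fits of normalized kinetic data: reads at 0 and 10 min following addition of 50 nM substrate to 10 nM Pol beta preincubated 15 min with compound.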
BLM inh – blocks DNA unwinding by human BLM helicase. AID 2528. recombinant BLM DNA unwinding, fluorescence dequenching. hit rate 0.2% among 350,000. P54132. Potency, µM (top dose mostly 56.1 µM), without a hit: at the top dose activity change, negative = inhibition, hits mostly inhibitors;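 note: plate controls were vehicle for no effect and no enzyme for full effect; nearly all actives have a fitted effect of over 35% in size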
APE1 inh – inhibitors of human APE1 endonuclease; Potency, µM (series often up to 65.8 µM), for the others: at the top dose activity change, negative = inhibition, usual class: inhibitors; recombinant APE1, TAMRA/BHQ-2 abasic DNA cleavage fluorescence; hit rate 0.35% among 350,000; AID 2517;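 note: plate controls were vehicle for no effect and reference inhibitor for full effect; nearly all actives have a fitted effect of over 55% in size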
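Compound pre-exposure to 0.75 nM APE1, 15 min at ambient temperature. Reaction initiated with 50 nM TAMRA/BHQ-2 THF substrate, read immediately in kinetic mode, 525 nm excitation, 598 nm emission.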
JMJD2A Tudor – inhibitors of human JMJD2A Tudor domain; AID 504339; hit rate 4.4% among 390,000; O75164; AlphaScreen JMJD2A-Tudor / H3K4me3 peptide binding; Potency, µM (highest dose often 114 µM), for inactives: top-dose activity change, negative = inhibition, usual class: inhibitors; note: % is set by controls: 0 for no effect and ±100 for the full control effect; nearly all actives have a fitted effect of over 50% in size
Pol eta inh – blocks human DNA polymerase eta activity; Q9Y253; recombinant Pol eta, fluorescent DNA replication assay; Potency, µM (series often up to 114 µM), without a hit: at the highest dose activity change, negative = inhibition, hits mostly inhibitors; hit rate 1.2% among 390,000; AID 588591; note: % is set by controls: 0 for no effect and ±100 for the full control effect
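Pol eta at 10 nM preincubated with compounds 15 min at room temperature; reaction started with fluorescent substrate (50 nM final) and read kinetically at 0 and 10 min.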
G9a block – inhibitors of human histone lysine methyltransferase G9a | G9a H3K9 monomethylation, AlphaScreen, 2 h | hit rate 8.8% among 350,000 | Q96KQ7 | Potency, µM (titrated, usually from 102 µM), without a hit: top-dose activity, negative = inhibition, most hits filed as inhibitors; note: % is set by controls: 0 for no effect and ±100 for the full control effect; nearly all actives have a fitted effect of over 75% in size
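Quantitative HTS format: methyltransferase activity on a biotin-tagged H3K9 peptide is measured by AlphaScreen, using a rabbit anti-monomethyl-H3K9 antibody with streptavidin donor and anti-IgG acceptor beads. Final levels are 20 nM enzyme, 500 nM peptide, 20 uM SAM; 2 h RT.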
POLI inh – inhibitors of human DNA polymerase iota; hit rate 1% among 390,000; Q9UNA4; Pol iota fluorescent replication assay, 10 min; Potency, µM (top dose mostly 115 µM), without a hit: top-dose activity, negative = inhibition, actives largely listed as inhibitors; AID 588590
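Fluorescent replication assay read twice, at 0 min and 10 min after adding 50 nM (final) substrate. Enzyme (10 nM) and compounds were first incubated 15 min at room temperature; enzyme-free buffer wells were negative controls.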
BAZ2B block – blocks human BAZ2B. Q9UIF8. AlphaScreen BAZ2B-H3K14Ac peptide displacement. Potency, µM (series often up to 114 µM), for the others: top-dose activity change, negative = inhibition, hits mostly inhibitors. hit rate 4.4% among 360,000. AID 504333; note: % is set by controls: 0 for no effect and ±100 for the full control effect; nearly all actives have a fitted effect of over 60% in size
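Complex of BAZ2B and biotin-H3K14Ac (50 nM apiece) forms over 30 min at RT, then faces library compounds up to 110 uM for another 30 min; AlphaScreen beads added, 20 min dark incubation, luminescence read.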
POLK inh – blocks human DNA polymerase kappa activity | hit rate 0.53% among 400,000 | AID 588579 | Q9UBT6 | Potency, µM (doses to about 107 µM), inactives show at the top dose activity, negative = inhibition, hits mostly inhibitors | purified Pol kappa, fluorescent DNA synthesis assay, 10 min; note: % is set by controls: 0 for no effect and ±100 for the full control effect
Target sequence (Q9UBT6 whole entry, looked up): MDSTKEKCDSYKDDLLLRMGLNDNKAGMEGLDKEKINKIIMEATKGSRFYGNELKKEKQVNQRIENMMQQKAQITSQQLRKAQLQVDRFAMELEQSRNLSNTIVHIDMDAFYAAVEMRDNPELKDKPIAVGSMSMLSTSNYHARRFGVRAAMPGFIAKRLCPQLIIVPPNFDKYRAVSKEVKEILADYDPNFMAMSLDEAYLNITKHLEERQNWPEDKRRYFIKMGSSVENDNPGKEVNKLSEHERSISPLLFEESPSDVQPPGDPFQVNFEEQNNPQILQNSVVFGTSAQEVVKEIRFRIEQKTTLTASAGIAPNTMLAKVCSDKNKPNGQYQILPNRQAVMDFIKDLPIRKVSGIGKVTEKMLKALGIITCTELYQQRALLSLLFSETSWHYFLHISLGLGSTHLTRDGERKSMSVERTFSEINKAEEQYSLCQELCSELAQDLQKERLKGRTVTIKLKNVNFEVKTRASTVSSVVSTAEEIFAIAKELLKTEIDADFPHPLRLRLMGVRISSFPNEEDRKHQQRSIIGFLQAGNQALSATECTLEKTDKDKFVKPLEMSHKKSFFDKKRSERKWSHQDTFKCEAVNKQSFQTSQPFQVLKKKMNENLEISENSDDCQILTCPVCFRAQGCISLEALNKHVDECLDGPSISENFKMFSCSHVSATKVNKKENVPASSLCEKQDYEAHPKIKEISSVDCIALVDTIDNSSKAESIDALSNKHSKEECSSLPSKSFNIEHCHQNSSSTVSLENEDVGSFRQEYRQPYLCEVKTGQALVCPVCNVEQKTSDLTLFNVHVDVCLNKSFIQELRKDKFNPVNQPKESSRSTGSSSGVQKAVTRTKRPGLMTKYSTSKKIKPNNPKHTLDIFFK
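Enzyme at 10 nM met test compounds for 15 min at room temperature. Substrate addition (50 nM final) began the reaction, which was monitored by fluorescence at 0 and 10 min.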
Starred values were filed as active, the others as inactive; ? = inconclusive; · = no result given; & = joins results of further samples; [ ] = another dose, or the depositor's remark. Calls come from the whole dose curve; as a rule, active = well fitted curve in the direction sought with a large enough effect; inconclusive = small, poorly fitted or top-dose-only effect, or another doubt; inactive = no such curve, though single readings can be large; an effect the other way counts as inactive or inconclusive. Potency is the fitted concentration of half-maximal effect.

No.	structure	POLB inh	BLM inh	APE1 inh	JMJD2A Tudor	Pol eta inh
1	Cc1cc(NC(=O)COC(=O)C2CC(=O)N(c3ccc(Br)cc3)C2)no1 (stereo not given)	13%	2%	18%	8%	-10%
2	CCCc1cc(=O)n2[nH]c(C(F)(F)F)nc2n1	-2%	-5%	6%	-5%	10%
3	O=C(Nc1ccc2c(c1)C(=O)OC2)c1ccc(F)cc1F	5%	-2%	?	-8%	-14%
4	CCCS(=O)(=O)c1nc(S(=O)(=O)c2ccc(C)cc2)c(N2CCCC2)s1	1%	-2%	-3%	-6%	2%
5	COC(=O)c1cccc(NC(=O)CC2NCCNC2=O)c1 (stereo not given)	-18%	0%	-1%	-13%	-13%
6	COc1cc2ncnc(NCc3ccc4c(c3)OCO4)c2cc1OC	9%	3%	-14%	-14%	-16%
7	Cc1cc(Cl)c(S(=O)(=O)Nc2ccon2)cc1OCC(=O)NC1CCCCC1	2%	-6%	-4%	-17%[57.1 µM]	-18%
8	O=C(CSc1nncn2c1cc1sccc12)Nc1ccc(Br)cc1F	?	-13%	·	-13%	-20%

No.	G9a block	POLI inh	BAZ2B block	POLK inh
1	24%	34%[activator]	-19%	2%
2	-1%	50%[activator]	-14%	0%
3	·	183%[activator]	-3%	-1%
4	8%[12.7 µM]	1%	-7%	-8%
5	7%	-8%	-1%	4%
6	11%[12.7 µM]	-8%	-9%	-6%
7	-10%[59 µM]	9%	1%	0%
8	-4%[59 µM]	1%	-22%	-12%

Just G9a block, Pol eta inh and POLK inh, for two of the compounds above:
#	SMILES	G9a block	Pol eta inh	POLK inh
2	CCCc1cc(=O)n2[nH]c(C(F)(F)F)nc2n1	-1%	10%	0%
3	O=C(Nc1ccc2c(c1)C(=O)OC2)c1ccc(F)cc1F	·	-14%	-1%

Further entries.
No.	structure	POLB inh	BLM inh	APE1 inh	JMJD2A Tudor	Pol eta inh
9	N#Cc1ccccc1NC(=O)CNc1ccccc1N1CCCCC1	?	-11%	-6%	?	?
10	COc1ccc(CNC(=O)CCc2c(C)nn(-c3ccc(N4CCCC4)nn3)c2C)c(OC)c1	13%	-8%	·	-15%	-12%
11	CN(C)CCN1C(=O)c2oc3ccccc3c(=O)c2C1c1cccc(Br)c1 (stereo not given)	3%	-5%	1%	-11%	-12%
12	CSC(=NS(=O)(=O)c1ccccc1)SC	0%	1%	-4%	-14%	2%
13	CC(Cc1n[nH]c(=S)n1N)c1ccccc1 (stereo not given)	7%	0%	69%[activator]	3.2µM*	-4%
14	Cc1c(NC(=O)c2ccc(-c3ccccc3)cc2)cccc1C(=O)O	-21%	-6%	-3%	4%	-15%
15	Cn1c(=O)c2c(-c3ccccc3)n(-n3cnnc3)cc2n(C)c1=O	5%	0%	10%	-3%	-10%
16	CC1(C(=O)NCc2cc(F)cc(C(F)(F)F)c2)C=CC2(CCCCC2)N1C(=O)c1ccccc1 (stereo not given)	-1%	-5%&-9%	-3%&2%	-15%	-22%

No.	G9a block	POLI inh	BAZ2B block	POLK inh
9	-23%	-2%	?	1%
10	8%[59 µM]	19%	-36%	12%
11	-42%	11%	-29%	-2%
12	21%	-1%	2%	-12%
13	7.9µM*	73%[activator]	15%	-8%
14	-3%	?	-4%	13%
15	?	8%	9%	3%
16	-8%	30%	1%	8%

No.	structure	POLB inh	BLM inh	APE1 inh	JMJD2A Tudor	Pol eta inh
17	Cc1cc(C)c(S(=O)(=O)N2CCOC2CNC(=O)C(=O)NCc2ccccn2)c(C)c1 (stereo not given)	25%	-4%	-15%	-14%	-5%
18	Cc1cc(=O)oc2cc(OCC(=O)N3CCCc4ccccc43)ccc12	-2%	0%	-2%	-7%	-7%
19	COc1ccc(Cl)cc1NC(=O)CN(C)C(=O)c1cccc(-n2cnnn2)c1	·	·	5%	0%	5%
20	COc1ccc(-n2nnnc2SCC(=O)c2cccc(OC)c2)cc1	-1%	-9%	-8%	11%	-19%
21	O=C(COc1cccc2ccccc12)NNC(=O)[C@@H]1CCCC[C@@H]1C(=O)O	1%	2%	-2%	-7%[11.4 µM]	-10%
22	CCOC(=O)c1ccccc1NC(=O)c1cnc(N2CCOCC2)c2ccccc12	?	-9%	·	54%[activator]	-24%
23	O=C(CCCn1c(=O)c2cccn2c2cccnc21)NCCc1ccc(Cl)cc1	?	-1%&-1%	46%	-12%&-6%	-13%&11%
24	N#C/C(=C\c1ccco1)C(=O)Nn1cnnc1	17%	-8%	-8%	-24%	3%

No.	G9a block	POLI inh	BAZ2B block	POLK inh
17	·	5%	-10%	-15%
18	?	11%	0%	4%
19	-2%[2.33 µM]	-21%	5%	-9%
20	8%[2.33 µM]	10%	2%	-10%
21	-22%[2.33 µM]	2%	-23%	-6%
22	50%[59 µM]	-6%	13%	-8%[60.1 µM]
23	36%	6%&26%	-24%&7%	1%&3%
24	-35%	66%[activator]	-22%	-7%

No.	structure	POLB inh	BLM inh	APE1 inh	JMJD2A Tudor	Pol eta inh
25	Cc1nc(C)c(C(=O)OCC(=O)Nc2ccccc2)s1	·	·	-1%	-11%	2%
26	COc1ccc(NC(=O)C(=O)NCC(c2cccnc2)N2CCc3ccccc32)cc1OC (stereo not given)	8%	1%	·	-5%	-22%
27	CCOc1ccc(C(=O)c2nc3c(n2O)CCCC3)cc1	13%	-3%	-1%	-24%	-5%
28	CCOc1ccc(CCNC(=O)C2CC(=O)N(C3CCCC3)C2)cc1OCC (stereo not given)	3%	4%	-1%	-7%	-11%
29	Cc1c(CCO)c(=O)[nH]n1C(=O)c1ccc(F)cc1	1%	-8%	-1%	-18%	-13%
30	CCOc1ccc(CN2CCC(n3nccc3NC(=O)C3CC3)CC2)cc1CO	-2%	1%	-1%	-17%	-20%
31	CCC(C)(C(=O)NC1CCCCC1)N(Cc1cccs1)C(=O)c1ccc(=O)[nH]c1 (stereo not given)	26%	4%	-3%	-9%	-20%
32	COc1ccc(NC(=O)c2cc(S(=O)(=O)N3CCOCC3)cs2)cc1	15%	-8%	2%	-8%	-4%

No.	G9a block	POLI inh	BAZ2B block	POLK inh
25	4%[2.33 µM]	-28%	3%	3%
26	-1%[59 µM]	-5%	-2%	4%
27	?	5%	-11%	0%
28	33%[59 µM]	19%	2%	-5%[60.1 µM]
29	11%	15%	-24%	-4%
30	·	4%	-8%	-19%
31	-8%	0%	12%	-6%
32	·	43%[activator]	-1%	4%

Next section; the last 5 above are carried over.
No.	structure	POLB inh	BLM inh	APE1 inh	JMJD2A Tudor	Pol eta inh
28	CCOc1ccc(CCNC(=O)C2CC(=O)N(C3CCCC3)C2)cc1OCC (stereo not given)	3%	4%	-1%	-7%	-11%
29	Cc1c(CCO)c(=O)[nH]n1C(=O)c1ccc(F)cc1	1%	-8%	-1%	-18%	-13%
30	CCOc1ccc(CN2CCC(n3nccc3NC(=O)C3CC3)CC2)cc1CO	-2%	1%	-1%	-17%	-20%
31	CCC(C)(C(=O)NC1CCCCC1)N(Cc1cccs1)C(=O)c1ccc(=O)[nH]c1 (stereo not given)	26%	4%	-3%	-9%	-20%
32	COc1ccc(NC(=O)c2cc(S(=O)(=O)N3CCOCC3)cs2)cc1	15%	-8%	2%	-8%	-4%
33	Cc1ccnc(NC(=O)CCC(=O)N(CC(=O)NCc2ccccc2)Cc2ccco2)c1	22%	3%	-1%	-10%	-4%
34	COCc1ccc(CN2CCc3c([nH]c4ccccc34)C2CC(C)C)o1 (stereo not given)	-19%	-8%	-4%	?	-23%
35	CN1CCN(/C=N/c2sc3c(c2C#N)CCCCC3)CC1	23%	2%	-3%	?	-13%
36	N#CC(=C1N=c2ccccc2=N1)c1c(O)[nH]c2ccccc12	14%	-1%	-5%	·	·
37	C=CCn1c(=O)c(C#N)cc2c(=O)n3ccccc3nc21	18%	-9%	10%	?	?
38	CCc1cccc(OCC(=O)Nc2c[nH]c(=O)[nH]c2=O)c1	36%	-3%	14%	2%[11.4 µM]	-18%
39	CCOC(=O)Cn1c(S(=O)(=O)Cc2ccccc2)nc2ccccc21	-5%	1%	-3%	-8%	-3%
40	Cc1ccc(-c2cc(C(=O)N3CCN(c4ncccn4)CC3)c3cc(Br)ccc3n2)o1	-26%	-11%	-6%	35µM*	-16%

No.	G9a block	POLI inh	BAZ2B block	POLK inh
28	33%[59 µM]	19%	2%	-5%[60.1 µM]
29	11%	15%	-24%	-4%
30	·	4%	-8%	-19%
31	-8%	0%	12%	-6%
32	·	43%[activator]	-1%	4%
33	-9%	23%	-34%	-10%
34	?	-2%	?	-10%
35	?	-4%	?	0%
36	7%[12.7 µM]	·	5%	·
37	18%[59 µM]	?	-9%	?
38	4%	113%[activator]	0%	0%
39	40µM*	?	-1%	-4%
40	?	-18%	?	5%

No.	structure	POLB inh	BLM inh	APE1 inh	JMJD2A Tudor	Pol eta inh
41	Cc1ccc(NC(=O)COC(=O)c2ccco2)cc1C	·	·	7%	-14%	-18%
42	O=C(COC(=O)c1ccc2ccccc2c1)Nc1ncc(C(F)(F)F)cc1Cl	13%	-6%	-2%	-6%	-10%
43	Cc1c(Br)c([N+](=O)[O-])nn1CC(=O)Nc1ccc(C(N)=O)cc1	?	2%	-3%	-16%	-2%
44	CN(C)C(=O)c1nc2ccc(Cl)cn2c1CN1CCCC(OCc2cccnc2)C1 (stereo not given)	-2%	-2%	-3%	-10%	-17%
45	O=C(COC(=O)c1ccccc1Br)Nc1ccc(F)cc1	-19%	-3%	-7%	10%	-9%
46	CCOC(=O)N1CCN(C(=O)CS(=O)(=O)Cc2nc(-c3ccccc3C)oc2C)CC1	25%	3%	-6%	-10%	-16%
47	O=C(OCCc1cc2ccccc2c(=O)o1)N1CCOCC1	·	·	-3%	-1%	-9%
48	NS(=O)(=O)c1ccc(NC(=O)CCC(=O)c2cccs2)cc1	-3%	-1%	-12%	-12%	-1%

No.	G9a block	POLI inh	BAZ2B block	POLK inh
41	6%[59 µM]	31%[activator]	-2%	1%
42	13%[12.7 µM]	12%	10%	-14%
43	-22%	37%[activator]	-32%	2%
44	5%	-20%	6%	2%
45	-28%	15%	-1%	-5%
46	-6%[59 µM]	?	0%	-26%
47	-16%[0.501 µM]	1%	8%	-4%
48	14%	16%	-8%	-13%

The list is partial (hit frequency here may not be typical).
